Neddyl block: inhibitors of human cullin neddylation | P61081+Q13564 | TR-FRET cullin neddylation, biochemical | calls only at 25 µM | 360,000 tested, 0.58% active | AID 651699; in the data active = inhibition above about 36%
Target sequence (P61081 whole entry, looked up): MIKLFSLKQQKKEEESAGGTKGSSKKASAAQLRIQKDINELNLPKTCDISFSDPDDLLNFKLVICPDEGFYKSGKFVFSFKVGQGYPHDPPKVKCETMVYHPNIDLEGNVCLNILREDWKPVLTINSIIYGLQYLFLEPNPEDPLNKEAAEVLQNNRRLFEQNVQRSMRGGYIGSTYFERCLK
Target sequence (Q13564 whole entry, looked up): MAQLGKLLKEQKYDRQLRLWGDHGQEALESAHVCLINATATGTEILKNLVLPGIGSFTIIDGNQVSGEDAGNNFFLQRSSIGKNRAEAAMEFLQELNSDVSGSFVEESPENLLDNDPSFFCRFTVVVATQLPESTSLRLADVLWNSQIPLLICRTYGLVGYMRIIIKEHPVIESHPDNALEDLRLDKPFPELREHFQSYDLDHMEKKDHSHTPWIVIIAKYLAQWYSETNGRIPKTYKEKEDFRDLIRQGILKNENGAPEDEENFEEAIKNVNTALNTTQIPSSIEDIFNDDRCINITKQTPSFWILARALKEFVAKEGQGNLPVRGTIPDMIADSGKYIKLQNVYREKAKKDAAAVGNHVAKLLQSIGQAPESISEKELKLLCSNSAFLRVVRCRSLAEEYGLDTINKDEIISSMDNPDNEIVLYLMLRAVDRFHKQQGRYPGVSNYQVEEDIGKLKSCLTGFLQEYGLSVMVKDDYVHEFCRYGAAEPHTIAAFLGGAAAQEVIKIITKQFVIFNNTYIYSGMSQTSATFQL
FAS TE block: blocks the thioesterase domain of human fatty acid synthase; inhibition, % at 15 µM; 360,000 tested, 0.67% active; AID 602261; recombinant FAS-TE, OMFH fluorogenic substrate, fluorescence endpoint; P49327;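 active = compounds whose normalised, plate-corrected inhibition of enzyme fluorescence in the single-dose primary screen is 50% or more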;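 note: 0% = DMSO with enzyme and 100% = substrate without enzyme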
bovine MsrA act: activators of bovine methionine sulfoxide reductase A; 360,000 tested, 0.3% active; activation, % at 10.6 µM; purified bovine MsrA, absorbance read-out; in the data active = activation above about 7.5%;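 note: 0% = vehicle and 100% = reference activator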
Rin1 Abl inh: inhibitors of human Rin1-Abl protein interaction. TR-FRET Rin1/Abl binding, biochemical. 360,000 tested, 0.4% active. AID 588664. P00519+Q13671. inhibition, % at 7.35 µM; in the data active = inhibition above about 5%, passing the limit was not always enough
SKN-1 block: blocks SKN-1 activity in C. elegans. 360,000 tested, 0.49% active. inhibition, % at 21.8 µM. C. elegans VP596 Pgst-4::GFP/RFP ratio, acrylamide-induced, 24 h;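 active = interference check ratio from 0.5 to 1.5 plus GFP to RFP signal ratio inhibition reaching or exceeding a fixed threshold, cut at about 30% in these data, passing the limit was not always enough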; note: some compounds called inactive have numbers as strong as hits
MT1-MMP act inh: inhibitors of human MT1-MMP activation | HT1080 RFP-PRO-GFP cells, GFP/RFP ratio fluorescence, overnight; percent of plate control window, DMSO zero | GFP/RFP ratio change, % at 20 µM | 360,000 tested, 0.061% active;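 active = GFP/RFP ratio change of at least 30% with cell ATP level not reduced by more than half and red fluorescence within 50% of control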; note: strong numbers were not always called active
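Test system: HT1080 cells expressing an RFP-PRO-GFP fluorescent reporter construct / Compound dosing: single-point 20 µM compound, 1% DMSO / Schedule: cells overnight before dosing, compound overnight, 37 °C, 5% CO2 / Evaluation: GFP/RFP fluorescence ratio / Control set: DMSO and RFP-L50D-GFP cell wells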
MsrA inh: bovine MsrA inhibition. purified bovine MsrA, absorbance read-out. inhibition, % at 15.5 µM. 360,000 tested, 0.75% active; in the data active = inhibition above about 4.5%;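 note: 0% = vehicle wells with enzyme and 100% = reference inhibitor wells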
eLon inh: E. coli protease La inhibition. 360,000 tested, 0.42% active. purified E. coli Lon protease, fluorescence polarization. AID 602123. inhibition, % at 7.94 µM. P0A9M0; in the data active = inhibition above about 13%, passing the limit was not always enough;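 note: 0% = enzyme with probe and DMSO and 100% = no enzyme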
CendR NRP1 mod: alters CendR peptide binding to human NRP-1. O14786. FAM-RPARPAR peptide binding to NRP-1, fluorescence polarization. inhibition, % at 25 µM. 360,000 tested, 0.85% active. AID 602438;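 active = inhibition or corrected inhibition above about 18%, plus a signal ratio from 0.5 to 1.5, limit read from the data, passing the limit was not always enough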; note: strong numbers were not always called active
* marks the source's active call; other numbers are inactive results; i = inactive; / = not tested or not shown; + = active, no number.

SMILES	Neddyl block	FAS TE block	bovine MsrA act	Rin1 Abl inh	SKN-1 block	MT1-MMP act inh	MsrA inh	eLon inh	CendR NRP1 mod
CC(C)(C)c1ccc(C(=O)CCC(=O)OCC(=O)NCCc2ccc(S(N)(=O)=O)cc2)cc1	i	28	-3	3	-4	3	0.7	-19	8
O=C(c1ccc2oc(CCCc3ccccc3)nc2c1)N1CCCC1	i	-6	-2	2	12	-2	1.2	-2	-8
CCc1ccc(/C=N/NC(=S)NCCc2ccccc2)cc1	i	10	-1	0	-9	1	0.2	-12	-10
O=C(COc1cccnc1[N+](=O)[O-])N1CCN(S(=O)(=O)c2ccccc2)CC1	i	-12	-2	2	3	2	-0.8	-1	-17
COC(=O)CCC(=O)Nc1ccc(OC)cc1	i	-7	-2	-1	-25	0	-0.2	-6	0
CC(Oc1ccc2ccccc2c1)C(=O)NNC(=O)Nc1ccccc1 (centres undefined)	i	1	-1	-3	6	-1	1.1	-21	-5
CCN(CC(=O)Nc1ccc2c(c1)OCCO2)C(=O)c1ccc(C)c(S(=O)(=O)N2CCOCC2)c1	i	-3	-4	0	-4	1	1.2	-5	4
Cc1ccc(N(Cc2cc3ccc(C)cc3[nH]c2=O)S(=O)(=O)c2ccccc2)c(C)c1	i	0	-7	1	-1	0	1.1	1	0
Cc1nc2ccc(C(=O)N(C)Cc3ccccc3)cn2c1N(C)C(=O)CCc1ccccc1	i	-6	0	1	15	5	0.3	-6	4
CC(=NCc1cccc(Cl)c1)c1nc(-c2ccco2)oc1O	i	10	-6	-1	13	3	5.9*	-1	-4
CC(C)(C)c1ccc(OCC(=O)NNC(=O)Nc2ccccc2)cc1	i	2	-1	0	17	3	0.3	2	0
COc1ccc2oc(C(=O)OCC(=O)Nc3ccc(OC)c(S(N)(=O)=O)c3)c(C)c2c1	+	-1	-1	-2	11	1	-1.3	6	4
O=C(CSCc1nc2ccccc2[nH]1)N1CCN(c2cccc(Cl)c2)CC1	i	0	-7	-3	4	0	-0.1	-9	-16
O=C(O)CCCCCCCCCC(=O)c1cccs1	i	-3	-1	-3	12	11	0.6	-2	-32
O=C(NC1CCCCCCC1)c1ccc(F)c(S(=O)(=O)N2CCOCC2)c1	i	-2	-2	-1	-14	0	-0.1	1	4

The closing two compounds of the section before open the next one:
SMILES	Neddyl block	FAS TE block	bovine MsrA act	Rin1 Abl inh	SKN-1 block	MT1-MMP act inh	MsrA inh	eLon inh	CendR NRP1 mod
O=C(O)CCCCCCCCCC(=O)c1cccs1	i	-3	-1	-3	12	11	0.6	-2	-32
O=C(NC1CCCCCCC1)c1ccc(F)c(S(=O)(=O)N2CCOCC2)c1	i	-2	-2	-1	-14	0	-0.1	1	4
O=c1c2sc3nc(N4CCOCC4)c4c(c3c2ncn1-c1ccccc1)CCCC4	i	42	-4	-2	-4	-7	2.6	12	-8
O=C(CCl)NN1C(=O)NC(c2ccccc2)(c2ccccc2)C1=O	i	-5	-3	-2	11	-1	-1.4	-7	18
COc1ccc(S(=O)(=O)Nc2ccc(O)c(Sc3ncn[nH]3)c2)cc1	i	-24	-15	4	-15	5	0.7	-1	17
O=C(COC(=O)Cc1c[nH]c2ccccc12)NC1CCCCC1	i	-5	-3	1	13	-7	0.1	-2	-1
C/C(CC(=O)Nc1cccc2c1CCCC2)=N\NC=O	i	-5	-11	5	5	9	-1.3	-5	13
CC[C@@H](C)[C@@H]1CN([C@@H](CN2CCC[C@H]2CN2C(N)=NC[C@H]2CC(C)C)C(C)C)C(=N)N1CCCC1CCCC1	i	-25	1	-2	-11	0	-0.6	-4	-1
CC1=C(C(=O)OCC2CCCO2)C(c2ccc(C)cc2)C2=C(CCCC2=O)N1 (centres undefined)	i	2	1	-8	11	1	0.9	2	0
COc1ccccc1CCCNC(=O)C1CCC(=O)N(Cc2ccccc2F)C1 (centres undefined)	i	-4	-9	4	6	1	0.1	-2	5
CCN1C(=O)c2cccc3c(NC(=O)c4ccc(S(=O)(=O)N5CCOCC5)cc4)ccc1c23	i	1	-2	-1	8	-1	1.4	-2	-9
O=C(N/N=C/c1ccc(Br)s1)c1cccnc1	i	-8	-5	-3	3	0	0.4	-9	7
CC(=O)c1ccc(OCc2cc(C(=O)N3CCC(c4ccncc4)CC3)no2)cc1	i	-4	-1	2	4	-11	-0.1	-8	-13
CCN1C(=O)CC(NNC(=O)c2ccc(Cl)cc2)C1=O (centres undefined)	i	-3	-7	0	-37	-1	-0.1	-5	-6
CC1(C)Cc2c(C#N)c(NCc3ccco3)nc(-c3ccco3)c2CO1	i	-2	-4	3	-9	-3	0.3	-16	-15
Cc1onc(-c2ccccc2Cl)c1C(=O)N1CCCCCC1	i	-4	-6	4	10	-2	-0.2	-1	-2
COc1ccc(C(=O)COc2ccc3ccc(=O)oc3c2)cc1	i	35	-3	-2	7	-3	0.7	-10	5
CCCCNC(=O)C(=O)N/N=C/c1ccc(OCc2ccccc2)cc1	i	-2	-1	0	2	0	0.4	-6	10
O=C(NCCc1ccc(Cl)cc1)c1cnccn1	i	0	-4	1	-3	2	0.2	3	-6
CCOC(=O)C1CCCN(CC(=O)Nc2nccs2)C1 (centres undefined)	i	-5	-1	-1	3	-2	-1.2	0	-8
C[C@H]1CN([C@@H](C)CO)S(=O)(=O)c2ccc(Br)cc2O[C@H]1CN(C)C(=O)Cc1ccncc1	i	-3	-2	3	16	2	1.6	-10	6
COCCNCC(=O)Nc1ccccc1Sc1ccccc1	i	-5	-5	-3	-4	-2	-1.1	3	13
COc1cccc(-c2cnc(C(O)c3cc(Cl)cc(Cl)c3)[nH]2)c1 (centres undefined)	i	8	-3	-3	-5	6	-0.3	-6	-9
COc1ccc(NC(=O)Cn2nnc(-c3ccccc3)c2COc2ccc(C(C)=O)cc2)cn1	i	6	-3	3	5	0	1.3	-2	-5
O=c1c2ccccc2nnn1COc1cccc(Cl)c1	i	15	-4	-3	21	-1	3.4	-4	10
CC(=O)/C(=N/Nc1ccc(C)cc1)Sc1nnc(CCc2ccccc2)n1-c1ccccc1	i	31	-6	1	12	-7	0.2	-6	-9
O=C(O)C1=C[C@H](c2ccccc2)C[C@H](OCc2ccc(CO)cc2)O1	i	-5	0	-2	5	7	0.2	6	-10
Cc1cccc(NC(=O)CN(C)C(C)C(=O)Nc2ccc(S(=O)(=O)N3CCCC3)cc2)c1C (centres undefined)	i	7	-2	5	0	3	0.8	5	5
Cn1c(CC(=O)NNC(=O)c2ccc(Cl)nc2)nc2ccccc21	i	-6	-2	2	5	3	-0.8	-3	6
COc1cccc(NC(=O)N2CCC(C(N)=O)(N3CCCCC3)CC2)c1	i	-3	-1	-3	-38	2	-0.8	-2	10
CN(CC(=O)NC1CCCCCC1)S(=O)(=O)c1ccc(F)cc1	i	-3	-2	2	-4	-3	-0.3	-1	15
COc1ccccc1C(=O)NCC(=O)N/N=C/c1cn[nH]c1-c1ccccc1	i	-5	-4	1	11	-2	-0.7	0	-10
Cc1oc(-c2ccc(Cl)cc2)nc1CN1CCC(C(=O)NCCCN2CCCC(C)C2)CC1 (centres undefined)	i	-5	0	-4	4	3	-0.2	-1	12
CCN(C(=O)CSc1nnnn1C)c1c(N)n(Cc2ccccc2)c(=O)[nH]c1=O	i	-1	-2	0	-3	2	-0.4	-1	1
Oc1[nH]c2ccccc2c1C=NCC1CCCO1 (centres undefined)	i	-11	-8	-6	-2	-2	6.0*	1	3
C=CC(C)N1C(=O)S/C(=C\c2ccc(N3CCOCC3)cc2C)C1=O (centres undefined)	i	10	-3	-3	-5	-36	1.3	-22	-76
CSc1ccc(CNC(=O)Cn2nc(C)c3c(C)n(-c4ccc(C)cc4)nc3c2=O)cc1	i	-1	-11	1	7	-3	-0.4	5	-7
CCOC(=O)c1cnc(-n2nc(C)cc2C)[nH]c1=O	i	-3	-5	-3	-4	2	1.1	1	-6
O=C(Nc1ccc(C(=O)N2CCOCC2)cc1)c1ccc([N+](=O)[O-])cc1	i	-2	1	1	3	2	1.3	-24	6
COc1ccc(C2Nc3ccccc3C(=O)N2c2ccc(C)cc2)cc1Cn1nnc2ccccc21 (centres undefined)	i	15	-9	1	-2	16	-0.8	6	-7
COc1ccccc1-n1c(SCC(=O)N(C)C2CCS(=O)(=O)C2)nc2ccccc2c1=O (centres undefined)	i	-4	1	1	-12	1	0.3	-11	-1
COc1ccc(C2C(C(=O)N3CCCCC3)c3ccccc3C(=O)N2C)cc1 (centres undefined)	i	-8	-5	5	1	-4	0.3	-9	0
O=c1[nH]c(CSc2nnc3ccccn23)nc2ccccc12	i	-8	-2	-3	-8	-2	1.5	4	9
Cn1c(SCc2ccccc2)nnc1-c1ccc(O)cc1	i	-7	-2	-3	4	0	1.4	0	8
O=C(NN=Cc1ccc2c(c1)OCO2)c1ccncc1	i	-6	-5	-1	4	-6	3.6	-6	6
Cc1ccc([N+](=O)[O-])cc1S(=O)(=O)Nc1ccc(C(=O)N2CCN(C(=O)c3ccco3)CC2)cc1	i	6	-4	3	1	0	-0.6	-6	8
NS(=O)(=O)c1ccc(NC(=O)COC(=O)C2CCCCC2)cc1	i	-3	-12	4	-7	/	-0.3	-1	18

Reprinted at random: three compounds from above.
SMILES	Neddyl block	FAS TE block	bovine MsrA act	Rin1 Abl inh	SKN-1 block	MT1-MMP act inh	MsrA inh	eLon inh	CendR NRP1 mod
O=C(O)CCCCCCCCCC(=O)c1cccs1	i	-3	-1	-3	12	11	0.6	-2	-32
CC(Oc1ccc2ccccc2c1)C(=O)NNC(=O)Nc1ccccc1 (centres undefined)	i	1	-1	-3	6	-1	1.1	-21	-5
CC1(C)Cc2c(C#N)c(NCc3ccco3)nc(-c3ccco3)c2CO1	i	-2	-4	3	-9	-3	0.3	-16	-15

More compounds follow:
SMILES	Neddyl block	FAS TE block	bovine MsrA act	Rin1 Abl inh	SKN-1 block	MT1-MMP act inh	MsrA inh	eLon inh	CendR NRP1 mod
O=C(CCN1C(=O)/C(=C/c2ccccc2F)SC1=S)NCCCN1CCOCC1	i	-2	-2	-2	1	0	-0.4	-1	12
CCOC(=O)c1[nH]c2c(c1-c1ccc(OC)cc1)C(=O)CC(c1ccc(OC)c(OC)c1)C2 (centres undefined)	i	6	1	-1	10	-2	0.0	-3	-11
COc1cc(NC(=O)C2CCN(S(=O)(=O)c3cccc4nonc34)CC2)cc(OC)c1	i	12	-2	-1	-9	0	1.2	-6	1
CC(C)(C)C(=O)NC(=S)N1CCCC1	i	-9	-3	5	-3	-3	-0.6	0	-6
Cc1nn(CC(=O)Nc2ccc3c(c2)OCO3)c(C)c1[N+](=O)[O-]	i	-2	-6	1	-3	-2	-0.9	0	-5
Cc1ccc(/C=C/C(=O)NCCc2cccc(Cl)c2)o1	i	9	-10	-2	-16	-3	0.7	4	-6
O=c1cc(O)nc2n1CCCS2	i	-8	-4	-3	-9	-10	-0.3	-8	-9
O=C1c2ccccc2S(=O)(=O)N1CC(O)COc1ccc(Br)cc1 (centres undefined)	i	15	-16	1	-17	6	-0.6	5	3
O=[N+]([O-])c1ccc(NC(=S)N2CCN(S(=O)(=O)c3ccccc3)CC2)cc1	i	10	-5	0	3	0	1.9	-4	-2
CC1(C(=O)NS(=O)(=O)c2ccc(Cl)cc2)CCN1C(=O)CCc1ccccc1 (centres undefined)	i	-4	-1	0	-2	-1	-1.6	-4	1
CCc1ccccc1NC(=S)N1CCCCCC1	i	-2	0	3	-3	-2	-1.6	-7	0
O=C(Nc1ccc(OC(F)(F)C(F)F)c(NC(=O)c2cccc(F)c2)c1)c1cccc(F)c1	i	13	0	-3	-5	2	1.3	-14	3
CC(=O)N1CCc2c(sc(NC(=O)Cc3ccc(F)cc3)c2C(N)=O)C1	i	0	-12	5	-11	/	0.0	5	1
N#CC1=C(N)N2C(=C(C#N)C13CCCC3)Nc1ccccc12	i	-1	-2	1	-1	-4	1.5	1	-10
NC(=O)NOCc1ccc(Cl)cc1Cl	i	-4	-3	0	-11	1	0.2	-3	2
